Screening data from PubChem BioAssay.
GPR55 LPI antagonism = GPR55 antagonists blocking LPI-driven arrestin recruitment, primary screen, imaging, U2OS, beta-arrestin-GFP, LPI agonist (AID 2013). U2OS GPR55 beta-arrestin-GFP translocation imaging, LPI antagonism; higher % means a stronger effect. inhibition, % at 10 µM, or IC50 in µM where a hit was titrated. 0.13% of 290,000 active;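 active = spots per cell inhibited over 60%, with over 100 cells counted and total cytoplasm intensity under 500,000; inconclusive = wells with under 100 cells, flagged as likely toxic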;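 note: U2OS cells stably carrying GPR55 and arrestin-GFP stimulated by 5 µM LPI near EC80; imaged beta-arrestin-GFP aggregate spots per cell after agonist stimulation; plate controls were LPI-stimulated DMSO wells for no effect and DMSO wells without LPI for full effect; some results filed as inactive read as strong as hits; confirmed hits need IC50 under 10 µM and bright autofluorescent wells are also inconclusive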
PhoP inhibition = PhoP-dependent GFP reporter repression – Salmonella Typhimurium, primary screen (AID 1863). S. Typhimurium PhoP-regulated promoter GFP reporter, 4 h; higher % means a stronger effect. inhibition, % at 50 µM, or IC50 in µM where a hit was titrated. 0.16% of 300,000 active;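 active = inhibition over 29.93%, a cutoff 3 SD above the screen mean, later confirmed by dose response; inconclusive = inhibition over 29.93% but no dose response follow-up; inactive = inhibition at most 29.93% or unconfirmed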;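 note: 0% = low Mg2+ inducing control and 100% = high Mg2+ repressing control; strong numbers were not always called active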
NTR1 ag = NTR1-driven beta-arrestin-GFP spot formation – imaging, U2OS cells, high content, primary screen (AID 493036); agonist mode; activation, % at 20 µM; 0.17% of 330,000 active;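 active = activation at or above 40% of the spot to cytoplasm intensity ratio, with at least 20 cells analyzed; inconclusive = wells under 20 cells, flagged as cytotoxic or low count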;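 note: 0% = DMSO without peptide and 100% = 100 nM NTR1 peptide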
Target sequence (P30989 whole entry, looked up): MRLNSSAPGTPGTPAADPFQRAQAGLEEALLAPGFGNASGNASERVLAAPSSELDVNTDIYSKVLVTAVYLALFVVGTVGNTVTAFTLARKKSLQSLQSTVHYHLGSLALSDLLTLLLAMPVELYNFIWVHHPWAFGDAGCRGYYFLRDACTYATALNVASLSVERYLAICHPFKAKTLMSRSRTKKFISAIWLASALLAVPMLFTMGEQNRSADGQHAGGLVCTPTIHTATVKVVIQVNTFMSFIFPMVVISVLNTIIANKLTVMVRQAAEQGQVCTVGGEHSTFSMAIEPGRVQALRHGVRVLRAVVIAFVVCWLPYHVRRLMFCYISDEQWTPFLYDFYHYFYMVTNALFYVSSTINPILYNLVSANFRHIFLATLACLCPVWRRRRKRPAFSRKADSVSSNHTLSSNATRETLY
KOR beta-arrestin-1 = KOR agonists, beta-arrestin recruitment, primary screen, cell-based, luminescence, uHTS (AID 1777); KOR beta-arrestin recruitment, luminescence; higher % means a stronger effect; activation, % at 10 µM, or EC50 in µM where a hit was titrated; 0.02% of 280,000 active; in the data active = activation above about 50%, passing the limit was not always enough; note: a part of the inactive calls stands beside numbers as strong as those of hits
KOR beta-arrestin-2 = KOR antagonists, beta-arrestin recruitment, cell-based, luminescence, uHTS (AID 1778). 0.091% of 290,000 active. KOR beta-arrestin recruitment, luminescence, antagonist mode; higher % means a stronger effect. inhibition, % at 10 µM, or IC50 in µM where a hit was titrated; in the data active = inhibition above about 50%; note: strong numbers were not always called active
GPR35 arrestin U2OS = GPR35 antagonists blocking zaprinast-driven arrestin recruitment, primary screen, imaging, U2OS, beta-arrestin-GFP, zaprinast agonist (AID 2058) | 0.052% of 290,000 active | one-dose inhibition, % at 10 µM; IC50 in µM for titrated hits | U2OS GPR35 beta-arrestin-GFP translocation imaging, zaprinast antagonism; higher % means a stronger effect;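 active = inhibition of at least 50% with at least 30 cells and total cytoplasm GFP at most 10,000,000; inconclusive = under 30 cells or total GFP of 10,000,000 plus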
West Nile virus CPE = inhibition of WNV-induced cytopathic effect – cell-based, CPE readout (AID 1621) | West Nile virus-infected cells, CPE inhibition; higher % means a stronger effect | 0.02% of 290,000 active | CPE inhibition, % at 10 µM, or IC50 in µM where a hit was titrated; in the data active = a potency from the dose series; inconclusive = CPE inhibition mostly from about 3.7% at the one dose, without a potency; inactive = the rest, 99 in 100 with CPE inhibition below about 2.2%; note: strong numbers were not always called active
T cell HTS = T cell immune modulators affecting CD8 T cell-vesicle binding; 2C CD8+ T cell-vesicle binding, flow cytometry; active compounds read low; calls only at 7 µM; 0.068% of 330,000 active; AID 2052;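 active = response, share of CD8 T cells binding vesicles, and their 90th percentile fluorescence all below set limits, cut at about 80% in these data, passing the limit was not always enough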
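Material: murine 2C transgenic CD8+ T lymphocytes / Also added: QL9-peptide-loaded Drosophila micro-vesicles bearing Ld, ICAM-1 and B7-1 / Schedule: binding step 1.5 h, 37 °C, antibody labelling 20 min, ice / Signal: flow cytometry, PE anti-B7-1 (FL2) versus Alexa647 anti-CD8 (FL8), PFA-fixed / Evaluation: percent CD8+ FL2 mean versus row control / Benchmarks: naked versus QL9-loaded vesicles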
GPR55 beta-arrestin = selective activators of receptor GPR55 – imaging, U2OS cells, beta-arrestin-GFP redistribution, primary screen (AID 1961). activation, % at 10 µM; hits with a dose series show EC50 in µM. U2OS GPR55 beta-arrestin-GFP redistribution imaging; higher % means a stronger effect. 0.048% of 290,000 active;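 active = activation above 40% with more than 50 cells counted in the well; inconclusive = wells holding fewer than 50 cells, flagged as toxic or sparse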;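 note: U2OS osteosarcoma cells stably expressing GPR55 and beta-arrestin-GFP; plate controls were DMSO negative control for no effect and LPI positive control for full effect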
T cell HTS vesicle-bound % = recorded beside T cell HTS, whose call it bears; double positive events, %; measured here: CD8+ vesicle-bound cell fraction;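 binding gate set so that unloaded-vesicle control wells show 10% double positive cells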
NTR1 ag cell count 20 µM = second read-out of NTR1 ag, no call of its own (marks repeat the call); cell count; measured here: cell count, cytotoxicity flag
Active calls of the source: *; i = inactive; ? = inconclusive; nt = no result given; [ ] = remark or other dose.

molecule,GPR55 LPI antagonism,PhoP inhibition,NTR1 ag,NTR1 ag cell count 20 µM,KOR beta-arrestin-1,KOR beta-arrestin-2,GPR35 arrestin U2OS,West Nile virus CPE,T cell HTS,T cell HTS vesicle-bound %,GPR55 beta-arrestin
CC(=O)c1sc(NC(=O)c2ccc3c(c2)OCO3)nc1C,-10%,8%,2.9,60,4.1%,-15%,-7%,0.2%,i,62,-0.2%
CCC1CCCCN1C(=O)COc1cccc2c1CCN(C)C2=O (centres undefined),6%,-3%,-1.5,58,2.2%,-10%,-1%,-1.9%,i,8,0.3%
O=C(NCc1ccc2c(c1)OCO2)c1cccnc1Cl,-6%,7%,-0.1,63,-2.0%,-28%,10%,0.3%,i,48,0.0%
CCCN1C(=O)/C(=C/C=C2\N(CC)c3ccccc3C2(C)C)SC1=S,-9%,-7%,-3.1,85,-2.3%,31%,?,-0.6%,i,53,36%
Cn1c(-c2sc3cc(C(F)(F)F)cnc3c2-c2cccs2)n[nH]c1=S,6%,6%,1.8,55,-2.4%,-6%,17%,-0.6%,i,37,-0.1%
C[C@@H](NC(=O)c1nc[nH]c1C(=O)N[C@@H](CCCCNC(=O)OC(C)(C)C)C(=O)OC(C)(C)C)c1ccccc1,20%,8%,31,50,-2.9%,13%,0%,1.2%,i,24,-0.2%
CCN(CC)c1ccc(/C=N/NC(=O)Cc2cccs2)c(O)c1,-12%,10%,nt,nt,6.3%,8%,20%,?,i,51,-0.2%
Cc1cc(C)n(-c2ccc(C(=O)OCC(=O)Nc3ccc(Cl)cc3[N+](=O)[O-])cc2)n1,-2%,-15%,-0.2,84,1.1%,24%,-1%,-0.5%,i,46,?
CCOC(=O)c1ccccc1NC(=O)COC(=O)CCC(=O)c1ccccc1,7%,-4%,1.7,66,-0.9%,20%,-12%,-0.2%,i,14,0.0%
CCCn1c(SCC(=O)NCc2ccco2)nnc1C(C)C,4%,-1%,-0.1,47,7.8%,-14%,-7%,0.1%,i,6,-0.1%
Cc1ccc(OC(C)C(=O)N2CCCc3ccccc32)cc1 (centres undefined),2%,-3%,2.5,85,-3.0%,6%,-12%,-0.7%,i,47,0.2%
N=c1oc2ccccc2cc1C(=O)NCc1ccccc1,-6%,-8%,7.6,39,7.0%,-21%,-7%,-0.4%,i,6,0.0%
CC(=O)N1CCc2cc(S(=O)(=O)Nc3ccc(C)cc3)ccc21,11%,10%,-0.8,58,-1.3%,25%,-6%,-1.2%,i,21,-0.2%
COc1cc(NS(=O)(=O)c2ccc(NC(C)=O)cc2)nc(OC)n1,14%,-13%,3.5,54,0.1%,-12%,-13%,nt,i,39,0.3%
COc1cc(CN2CCCC(N3CCN(c4ccc(F)cc4)CC3)C2)ccc1F (centres undefined),11%,2%,2.5,49,-2.0%,-33%,4%,-1.3%,i,57,-0.3%
COc1ccc(C)cc1NC(=O)c1ccc(CN2CCc3ccccc3C2)cc1,12%,9%,1.0,54,1.1%,-29%[20 µM],6%,-1.0%,i,44,-0.1%
O=C(Nc1ccc(Cl)cc1)c1csc(Cc2ccccc2)n1,8%,-1%,8.4,42,-2.0%,2%,16%,0.2%,i,25,-0.3%
O=C(C1CCCN(CCCc2ccccc2)C1)N1CCCCCC1 (centres undefined),4%,-8%,-3.0,42,-1.2%,nt,4%,-1.3%,i,33,-0.4%
CCOC(=O)C1CCCN(CCSc2ccc(C)cc2)C1 (centres undefined),-17%,-7%,-0.1,67,-0.5%,15%,-3%,-0.9%,i,34,0.0%
CCc1ccccc1NC(=O)CCNS(=O)(=O)c1cc(Br)cnc1N,7%,2%,-1.2,49,-0.5%,12%,-7%,-0.6%,i,41,-0.2%
Cc1cc(Cl)ccc1Oc1nc(-c2ccc(F)cc2)ccc1C#N,2%,0%,12,63,0.9%,3%,27%,-0.9%,i,48,-0.2%
O=C(c1ccc(CS(=O)c2cccc(Cl)c2)o1)N1CCN(c2ccccn2)CC1 (centres undefined),2%,-9%,1.7,59,-3.5%,-28%,-5%,-0.2%,i,14,-0.3%
O=C(C[n+]1cn(C(F)F)c2ccccc21)c1ccc(Br)cc1,0%,-2%,0.0,66,0.2%,-84%[20 µM],10%,-0.1%,i,48,-0.1%
S=C(NCc1ccco1)N1CCN(c2ccccc2Cl)CC1,13%,-2%,0.3,57,-5.2%,23%,7%,-0.5%,i,15,0.2%
CCn1c(C)cc2c(c1=O)C(c1ccncc1)C(C#N)=C(N)O2 (centres undefined),8%,5%,-2.3,48,-4.0%,-3%,-1%,0.2%,i,36,0.0%
Cc1ccc(C(=O)N2CCN(S(=O)(=O)N3CCOCC3)CC2)cc1,4%,-1%,-0.6,38,nt,6%,6%,0.6%,i,45,-0.2%
Cc1ccc(Nc2nc(-c3cccnc3)cs2)cc1Cl,10%,-6%,1.8,56,2.4%,5%,11%,-0.8%,i,48,-0.1%
COc1ccc(-c2nnc(SCC(=O)Nc3sc4c(c3C#N)CCC4)n2CC2CCCO2)cc1 (centres undefined),-10%,-16%,nt,nt,1.1%,11%,-8%,-0.5%,nt,nt,-0.1%
Cc1ccc(C(=O)Nc2nnc(-c3ccco3)o2)cc1C,-4%,-7%,-0.8,43,-2.9%,41%,-7%,0.2%,i,29,0.3%
S=C(NCCN1CCOCC1)Nc1ccc(-c2nc3ccccc3[nH]2)cc1,3%,3%,-0.5,37,-1.7%,-5%,1%,0.3%,i,23,0.5%
CCN1/C(=C2\C(=O)N(C)C(=S)N2C)C=Cc2cc(OC)ccc21,4%,-2%,4.7,69,-3.1%,45%,3%,0.3%,i,56,0.9%
CCOc1ccc2[nH]cc(C(=O)NCc3ccccc3)c(=O)c2c1,5%,-4%,1.0,66,7.2%,-6%,-1%,-0.3%,i,42,-0.1%
CCOC(=O)c1ccc(NC(=S)NCCC2=CCCCC2)cc1,-2%,17%,22,49,1.7%,-4%,6%,-0.3%,i,46,-0.3%
COc1cccc(C(C(=O)NC2CCCC2)N(Cc2ccccc2OC)C(=O)c2ccco2)c1 (centres undefined),-2%,-2%,1.1,35,0.3%,15%,10%,-0.4%,i,40,-0.4%
Cc1cccc(OCCn2nc(C(=O)O)c3ccccc3c2=O)c1,-15%,-5%,0.7,55,nt,15%,16%,0.1%,i,3,-0.1%
COc1cccc(OCC(=O)NNC(=O)c2ccc(-c3ccccc3)cc2)c1,4%,-6%,-0.9,81,3.4%,-17%,6%,0.0%,i,48,-0.1%
CCOC(=O)Nc1cc(C)c(Cl)cc1OC,14%,6%,-0.8,39,0.8%,9%,-10%,1.5%,i,26,-0.3%
Cc1nn(CC2CC2)c(=O)n1-c1cccc(Cl)c1,0%,7%,-1.8,57,-3.1%,-18%,15%,-0.2%,i,55,0.6%
FC(F)(F)c1cccc(NC(=S)N(CCCN2CCCC2)Cc2cccn2Cc2ccc(Cl)cc2)c1,10%,1%,27,47,3.7%,-36%,-20%,0.0%,i,55,-0.4%
COc1ccc(C(=O)NCc2nnc(SCC(=O)NC3=NCCS3)n2C)cc1,0%,5%,-0.7,32,3.2%,-12%,12%,0.1%,i,27,-0.1%
Cc1ccc(CNC(=O)CN(C(=O)C2(C)CC(=O)N=C3C=CC=CN32)c2ccccc2F)cc1 (centres undefined),2%,5%,0.3,47,-1.0%,-45%,-2%,-0.1%,i,30,-0.1%
Cc1nn(C(=O)CCCC(=O)NCc2ccccc2)c2ccccc12,3%,-11%,0.5,61,3.1%,-12%,9%,0.2%,i,32,-0.2%
O=C(NCCO)N1c2ccccc2Sc2ccccc21,12%,-6%,-0.4,60,-4.3%,26%,-6%,-0.8%,i,55,-0.2%
Cc1ccccc1OCCSc1nc2ccccc2n1CCC(=O)O,-1%,-9%,-0.7,63,-0.7%,-48%[20 µM],-2%,0.0%,i,21,-0.1%
CCOc1ccc(NC(=O)[C@@H](NC(=O)c2ccccc2)[C@@H](C)CC)cc1,-2%,-13%,1.0,38,-7.2%,-3%,5%,-0.3%,i,40,-0.2%
COc1ccc2c(c1)c(C(=O)N/N=C/c1cccc(Br)c1)c(C)n2C,-9%,-10%,1.9,48,-0.1%,6%,-21%,-0.6%,i,38,0.4%
CC(C)COC(=O)NCCOC(=O)Nc1cccc(Cl)c1,-5%,3%,1.1,48,-0.8%,39%,2%,-0.2%,i,58,-0.1%
CN(C)/C=C/C(=O)c1cccc(Cl)c1,-8%,-1%,1.3,73,0.7%,-33%,21%,-0.8%,i,30,0.1%
CCCCC(=O)C1=C(N2CCCC2)CC(C)(C)CC1=O,nt,-6%,-0.7,87,nt,nt,nt,1.7%,i,18,nt
CNS(=O)(=O)c1ccc2c(c1)oc(=O)c1cc(S(=O)(=O)NC)ccc12,-5%,-2%,0.0,39,-3.6%,-10%,2%,0.4%,i,41,-0.2%
CCCn1nc2cc(C(=O)NCC34CC5CC(CC(C5)C3)C4)ccc2c1OCC,-2%,-11%,13,75,4.0%,4%,4%,-0.5%,i,29,-0.1%
COc1ccc2cc(Br)ccc2c1CC(=O)NCC1CCCO1 (centres undefined),-3%,-4%,3.7,38,-3.9%,19%,-18%,0.6%,i,25,0.1%
c1ccc(-c2noc(CN3CCc4sccc4C3)n2)cc1,6%,3%,4.1,60,-5.7%,-33%[20 µM],17%,-0.6%,i,25,0.3%
CN(C(=O)c1ccccc1)C1c2c(ccc3ccccc23)OCC1CO (centres undefined),4%,-4%,4.5,95,-0.3%,0%,4%,0.1%,i,50,0.0%
Cc1ccc(NC(=S)C2=C(O)c3ccccc3N(C)S2(=O)=O)cc1,5%,-13%,0.6,87,0.9%,-30%,-10%,0.1%,i,47,-0.3%
O=C(Cn1nc(C(=O)O)c2ccccc2c1=O)NCc1ccco1,-15%,-2%,-0.2,38,-3.5%,-22%,-13%,0.7%,i,50,0.0%
